APJ antag: antagonists of human apelin receptor APJ, primary screen, CHO-K1 cells, beta-arrestin complementation, luminescence; P35414; inhibition, % at 20 µM; hit rate 0.32% among 330,000; AID 2521, 2010;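 active = inhibition above about 40% at 20 µM, limit read from the data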;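 also: cells challenged with 10 nM apelin-13 agonist together with compound; plate controls were apelin-13 plus DMSO wells for no effect and DMSO wells lacking apelin-13 for full effect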
Target sequence (P35414 whole entry, looked up): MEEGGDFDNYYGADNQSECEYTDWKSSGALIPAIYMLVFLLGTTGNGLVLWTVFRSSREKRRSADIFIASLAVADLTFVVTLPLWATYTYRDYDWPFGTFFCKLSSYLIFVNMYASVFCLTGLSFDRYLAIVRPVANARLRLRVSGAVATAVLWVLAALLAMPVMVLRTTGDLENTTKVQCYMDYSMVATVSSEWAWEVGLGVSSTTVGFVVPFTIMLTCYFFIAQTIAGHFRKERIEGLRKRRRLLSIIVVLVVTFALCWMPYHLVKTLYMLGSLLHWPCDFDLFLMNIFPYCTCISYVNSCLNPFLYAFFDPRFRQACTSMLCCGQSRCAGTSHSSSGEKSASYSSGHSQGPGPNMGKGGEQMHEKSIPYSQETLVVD
697 NFkB inh: inhibitors of PMA/ionomycin-induced NF-kB reporter, 697 cells, primary screen, B-cell NF-kB inhibitor project, cell-based, luminescence, uHTS; 697 B-cell NF-kB luciferase reporter, 16 h; inhibition, % at 4 µM; hit rate 0.33% among 330,000; in the data active = inhibition above about 35%
Jurkat NFkB inh: inhibitors of induced NF-kB luciferase reporter, primary screen, TCR NF-kB activation inhibitor project, cell-based, luminescence, uHTS; Jurkat, PMA/ionomycin-induced NF-kB luciferase reporter; inhibition, % at 4 µM; hit rate 0.53% among 330,000; in the data active = inhibition above about 50%
Mdm2-MdmX inh: inhibitors of human Mdm2-MdmX association, primary screen, cell-based, luminescence, split luciferase, SaOS-2, uHTS | SaOS-2 split-luciferase Mdm2/MdmX complementation | inhibition, % at 8 µM | hit rate 3% among 330,000;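 active = inhibition of at least 50% at 8 µM in the primary screen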
APJ agonist: agonists of human apelin receptor APJ, primary screen, CHO-K1 cells, PathHunter beta-arrestin, luminescence. AID 2520, 2010. hit rate 0.11% among 330,000. activation, % at 20 µM. 0% DMSO wells, 100% apelin;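 active = activation more than six SD over the plate average, tested at 20 µM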;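 also: 0% = DMSO alone and 100% = apelin-13 at 10 nM; some results filed as inactive read as strong as hits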
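Assay system: CHO-K1 cells stably expressing ProLink-tagged human APJ and arrestin–beta-gal acceptor. Compound dosing: 20 µM single point, 1% DMSO. Times: 16-18 h seeding, 90 min dark compound exposure, 60 min detection. Detection: beta-gal luminescence. Evaluation: APJ–arrestin association signal. Controls: negative DMSO alone, positive Apelin-13 at 10 nM.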
XBP1 UPR activ: activators of adaptive XBP1 UPR arm, primary screen, cell-based, CHO-XBP1 luciferase reporter, luminescence, uHTS; IRE1-XBP1 UPR activation; percent of tunicamycin response, DMSO as zero; activation, % at 20 µM; hit rate 0.33% among 330,000; AID 463104, 2010;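 active = versus positive control, 20 µM dose yields 30% or more activation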;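 also: 100% = tunicamycin at 10 µg/mL and 0% = DMSO only wells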
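Material: CHO cell line with stable XBP1 luciferase reporter; schedule: 16-18 h cell attachment at 37 °C, then 6 h compound exposure; signal: glow luminescence from Steady-Glo reagent; medium: serum-containing F12 medium, 10% FBS; benchmarks: tunicamycin 10 µg/mL and vehicle-only wells; read-out: percent activation relative to tunicamycin reference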
CHOP UPR activ: activators of apoptotic CHOP UPR arm, primary screen, cell-based, CHO-CHOP luciferase reporter, luminescence, uHTS; activation, % at 10 µM; UPR activation; percent of tunicamycin response over DMSO baseline; hit rate 0.34% among 330,000;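 active = at 10 µM dose, activation of 40% or more, normalized to positive control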;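 also: 100% = tunicamycin at 10 µg/mL and 0% = DMSO alone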
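Assay system: CHO-CHOP cells, stable luciferase reporter of PERK-eIF2a-CHOP signalling / Buffer or medium: F12 plus 10% serum / Compound dosing: one dose, 10 µM in 0.5% DMSO / Times: 6 h compound treatment, 37 °C / Technique: luciferase luminescence / Read-out: % reporter activation, DMSO baseline versus tunicamycin full activation / Benchmarks: tunicamycin and DMSO controls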
tim23-1 inh: growth inhibitors of tim23-1 mutant yeast, primary screen, luminescence, uHTS; S. cerevisiae tim23-1 growth, BacTiter-Glo luminescence, 24 h; inhibition, % at 20 µM; hit rate 1.3% among 330,000; AID 463212, 2010;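 active = growth inhibition of the mutant yeast at or above 50%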;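 also: temperature-sensitive mutant grown at 25 °C; plate controls were DMSO-treated mutant yeast for no effect and medium wells lacking yeast for full effect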
Active calls of the source: *.

nr	SMILES	APJ antag	697 NFkB inh	Jurkat NFkB inh	Mdm2-MdmX inh	APJ agonist	XBP1 UPR activ	CHOP UPR activ	tim23-1 inh
1	O=C(CSc1ncnc2c1cnn2-c1ccccc1Cl)N1CCN(C(=O)c2ccco2)CC1	13	-24	-13	-3	1	-2	-0.1	0
2	O=[N+]([O-])c1cc(-c2n(-c3ccccn3)c3ccccc3[n+]2-c2ccccn2)ccc1Cl	-14	-2	-8	23	-2	2	2.5	29
3	COc1ccc(-c2cc3c(=O)n(CC(=O)NCCCN4CCC(Cc5ccccc5)CC4)ncn3n2)cc1	-4	-83	33	87*	6	-12	1.9	-40
4	OCC1(Cc2ccccc2)CCN(CCCC2CCCC2)CC1	-6	-5	12	2	-5	0	-0.8	-22
5	CCCCOc1ccc(OC(=O)Nc2cc(Cl)ccc2OC)cc1	6	-23	13	-31	0	-3	2.1	17
6	COc1ccc(C2C(C(=O)Nc3cccc(C)n3)CCC(=O)N2c2ccc(OC)cc2)cc1 (stereo not drawn)	-1	-30	-12	20	-2	0	-2.2	11
7	O=C(CCn1c(=O)oc2ccccc21)N1CCN(C(c2ccccc2)c2ccccc2)CC1	16	-12	0	-2	2	-2	2.3	25
8	COc1ccc(C2/C=C\CN(CC3CC3)CC(=O)N2Cc2ccc(F)cc2)cc1 (stereo not drawn)	1	19	13	17	-5	1	-1.2	18
9	Cn1nc(CC(=O)NC2CCCCC2)c2ccccc2c1=O	-6	-3	18	8	-1	-3	-1.2	9
10	CCOc1ccc(N(CC(=O)Nc2ccc(C)c(Cl)c2)S(C)(=O)=O)cc1	-18	-23	-5	-2	0	-3	0.4	19
11	O=C(CCCc1ccccc1)c1ccc2c(c1)OCCO2	20	-270	42	90*	-5	-9	-9.5	25
12	O=c1c2cnn(-c3ccc(F)cc3)c2ncn1Cc1ccccc1	-21	-13	10	-17	0	-2	-0.5	12
13	CCOC(=O)c1ccccc1Oc1c(F)c(F)nc(NCCO)c1F	17	14	7	10	1	-1	1.7	20
14	CCC(C)(C)n1nnnc1C(c1cc2cc(C)cc(C)c2[nH]c1=O)N1CCCC1 (stereo not drawn)	10	9	1	0	-1	-1	-0.7	17
15	CCNC(=O)NC(=O)COC(=O)CCCc1nc2ccccc2s1	-8	-5	6	9	2	0	1.6	3
16	Cc1ccc2cc(CN(CC3CCCO3)C(=O)NC3CCCCC3)c(=O)[nH]c2c1C (stereo not drawn)	5	19	4	3	-2	3	-0.8	27
17	Cn1nccc1C(=O)NC1CCN(Cc2ccccc2)CC1	6	28	-8	-3	-6	0	1.6	-2
18	CC(=O)Nc1ccc(S(=O)(=O)N(C)CC(=O)OCC(=O)NNC(=O)c2ccccc2F)cc1	14	10	9	0	-1	0	-1.0	-2
19	CCOc1ccc(/C=N/OCC(=O)Nc2ccc3c(c2)OCO3)cc1	-37	-6	-1	11	-1	-3	2.3	14
20	CCCCNc1c(-c2ccc(-c3cccc(Cl)c3)cc2)nc2ccc(Cl)cn12	-12	-2	-24	13	2	-1	3.0	34
21	CC(=O)Nc1nnc(C)s1	-9	5	-3	13	-3	2	-1.3	1
22	Cc1ccc(C(OC(=O)c2ccco2)C(=O)NCc2cccs2)cc1 (stereo not drawn)	6	-4	-14	-12	0	0	-1.1	20
23	COc1cc(Br)cc2cc(C(=O)OC3CCN(C)CC3)c(=O)oc12	0	-53	-19	10	-1	-4	-2.0	19
24	Cc1ccc(CNC(=O)Cn2cnc(S(=O)(=O)N3CCC(C)CC3)c2)o1	-9	-7	-3	15	-7	0	-0.8	-9
25	O=C(COC(=O)/C=C/c1ccc(F)cc1)NCc1ccco1	17	13	7	10	1	-2	-2.0	-2

Mdm2-MdmX inh, entries above that show a hit.
| no. | canonical_smiles | APJ antag | 697 NFkB inh | Jurkat NFkB inh | Mdm2-MdmX inh | XBP1 UPR activ |
| --- | --- | --- | --- | --- | --- | --- |
| 3 | COc1ccc(-c2cc3c(=O)n(CC(=O)NCCCN4CCC(Cc5ccccc5)CC4)ncn3n2)cc1 | -4 | -83 | 33 | 87* | -12 |
| 11 | O=C(CCCc1ccccc1)c1ccc2c(c1)OCCO2 | 20 | -270 | 42 | 90* | -9 |

Other structures follow.
nr	SMILES	APJ antag	697 NFkB inh	Jurkat NFkB inh	Mdm2-MdmX inh	APJ agonist	XBP1 UPR activ	CHOP UPR activ	tim23-1 inh
26	Cc1cc(OCC(=O)Nc2cccnc2)c2c(C)c(C)c(=O)oc2c1	8	20	1	8	2	-3	2.4	-16
27	CCC(Sc1nncn1C)C(=O)Nc1nnc(-c2ccc(Cl)cc2)s1 (stereo not drawn)	2	-12	11	-11	0	1	0.8	34
28	N#CC(C(=O)C1CCCCC1)c1nc2ccccc2[nH]1 (stereo not drawn)	13	2	23	22	-3	11	1.0	22
29	COc1ccc(CCNC(=O)CCC(=O)Nc2nnc(C(C)C)s2)cc1OC	12	4	3	18	-3	-2	-0.8	4
30	Cc1cc2cc3c(=O)[nH]c(=O)[nH]c3nc2cc1C	-1	-18	-9	53*	-5	2	0.1	-58
31	COc1ccccc1OCC(=O)OCn1c(SC)nnc(C)c1=O	4	13	7	7	-3	-3	0.0	12
32	CC(C)CCCCCCNC(=S)Nc1ccc(S(=O)(=O)N2CCOCC2)cc1	-6	-25	4	29	1	4	-0.5	5
33	COc1ccc(/C=N/NC(=S)NCc2ccccc2)cc1OC	13	15	11	12	1	-1	2.7	19
34	Cc1ccc(/C=N/n2cc(-c3ccccc3)[nH]c2=S)s1	-23	-18	-32	-51	0	-1	3.8	28
35	Cc1ccc(C(=O)N2CCN(c3ccc(NC(=S)NC(=O)c4cccs4)cc3)CC2)cc1	7	-28	-10	41	-3	-3	0.0	32
36	C=CCNCCOc1ccccc1-c1ccccc1	-13	12	-5	15	-2	-2	-0.9	3
37	Cc1ccc(-c2noc(CCCc3ccccc3)n2)cc1	-20	-26	-27	-32	-1	0	2.5	17
38	CCNC(=O)c1c(NC(C)=O)sc2c1CCCC2	-4	14	2	-8	0	-6	0.9	2
39	O=C1C=CN(C(=O)Oc2ccccc2)CC1	1	-10	23	-10	3	-1	3.9	18
40	O=C(C1CCN(S(=O)(=O)c2cnc[nH]2)CC1)N1CCN(c2ncccn2)CC1	-3	-12	5	0	2	0	-1.0	4
41	N#Cc1cc(C(=O)c2cc(Br)ccc2O)cn(Cc2ccccc2)c1=O	-1	5	14	25	2	4	-1.9	1
42	Cc1cccc(NC(=S)N2CCN(c3ccccn3)CC2)c1	10	2	0	21	2	-4	-1.4	5
43	Cc1ccc(C(=O)CC(c2cccs2)S(=O)(=O)c2ccc(C)cc2)cc1 (stereo not drawn)	-9	-15	-38	3	0	2	4.6	11
44	COc1cc(C(=O)O/N=C2\CCCc3c2ccc(OC)c3[N+](=O)[O-])cc(OC)c1OC	-22	-9	2	35	3	2	4.6	-1
45	CC(C)c1ccc(C(=O)NC(=S)NCc2cccnc2)cc1	-15	-23	-4	11	-1	-1	3.0	39
46	Cc1ccc(NC(=O)CSc2nnnn2-c2ccc3c(c2)OCO3)cc1C	-12	12	-7	49	7	-4	-4.4	-13
47	CCOC(=O)C1=C(C)Nc2ccccc2N=C1NC(=O)Cc1ccc(Cl)c(Cl)c1	24	-8	-8	20	-1	-1	-1.3	-15
48	CNC(=S)N/N=C/c1cn(Cc2c(F)cccc2Cl)c2ccccc12	6	8	1	34	-1	3	-1.2	51*
49	COC(=O)CCC(NC(=O)OCc1ccccc1)C(=O)NC(CC(C)C)C(=O)OC (stereo not drawn)	11	9	-17	-5	-4	0	-1.6	14
50	COCCOC(=O)c1sc2nc[nH]c(=O)c2c1C	-6	26	-10	-13	-3	-3	0.2	-9
51	Nc1nnc(N2CCCCC2)s1	9	17	4	10	-4	-2	-0.3	3
52	O=C(CN1CCN(Cc2ccccc2Cl)C1=O)NC1CCCCCCC1	6	6	10	14	0	-5	-0.2	13
53	O=C(CCC(=O)c1ccccc1)NC1CCCN(Cc2ccccc2F)C1 (stereo not drawn)	-3	10	4	-21	-4	-3	0.2	3
54	Cn1c(Cc2ccc3c(c2)OCO3)nnc1SCC(=O)NC(C)(C)C	6	15	-3	11	-3	1	-1.0	13
55	CC(=O)c1ccc(NC(=O)CSc2ccc(-c3ccc4c(c3)OCO4)nn2)cc1	-6	-19	-36	-10	1	2	7.1	-1
56	COc1cc(Cl)c(C)cc1NC(=O)CC1CCCC1	16	2	-8	-12	0	-5	0.8	16
57	Cc1cc(NC(=O)CC23CC4CC(C2)CC(CC(=O)Nc2cc(C)on2)(C4)C3)no1	5	1	-2	22	-2	-2	0.1	2
58	O=C(NCc1ccco1)c1cccc2c1C(=O)c1ccc(/C=C/c3ccccc3)cc1S2(=O)=O	6	-10	47	53*	2	7	2.8	20
59	CCc1ccc(CN(C)Cc2nc(Cc3cccc(C(F)(F)F)c3)no2)nc1	-6	6	4	-6	-4	-4	-0.4	16
60	COc1ccc(C(=O)Nc2ccccc2C(=O)NC(Cc2ccc(O)cc2)C(=O)NNC(=O)c2ccccc2Cl)cc1 (stereo not drawn)	-15	-9	0	12	-1	0	-0.1	8
61	CCN(CC)S(=O)(=O)c1ccc(C(=O)Nc2cc(C)on2)cc1	-13	4	6	-5	1	1	0.6	11
62	Cc1cccn2c(=O)c3cc(C#N)c(=NC(=O)c4ccncc4)n(CCCOC(C)C)c3nc12	26	-14	-6	0	-1	-4	-0.4	11
63	COc1ccc(/C=N/NC(=O)c2cc3c(OC)ccc(OC)c3[nH]2)cc1O	-21	-7	31	61*	2	32*	1.4	14
64	O=C(COC(=O)C1CCN(S(=O)(=O)c2cccs2)CC1)Nc1ccc(F)cc1F	-27	18	1	7	-5	-1	0.0	8
65	CCOC(=O)c1ccccc1N=Cc1c(O)c2ccccc2oc1=O	11	7	9	32	-3	20	13	-10
66	CC(=O)Nc1cccc(NC(=O)c2ccc(C)c([N+](=O)[O-])c2)c1	-9	3	7	-21	-3	0	-1.0	8
67	CCOC(=O)c1c(C)[nH]c(C(=O)CN2C(=O)C(=O)N(CC(C)C)C2=O)c1C	-2	2	-3	6	-3	4	-0.2	3
68	S=C(Nc1ccc(Br)cc1)Nc1ccc2c(c1)OCCO2	0	-63	-61	-48	8	3	2.0	34
69	O=C(CCc1nnc(CCCc2ccccc2)o1)NCCc1ccco1	4	-1	-14	-11	-3	0	2.1	-2
70	CCOC(=O)c1[nH]c(C)c(C(=O)N2CCCC(Nc3ccc(C)c(C)c3)C2)c1C (stereo not drawn)	11	2	-3	3	-1	-5	-1.3	13

Profiles from above. Order of screens: APJ antag | 697 NFkB inh | Jurkat NFkB inh | Mdm2-MdmX inh | APJ agonist | XBP1 UPR activ | CHOP UPR activ | tim23-1 inh
Record of N#CC(C(=O)C1CCCCC1)c1nc2ccccc2[nH]1 (stereo not drawn) = 13 | 2 | 23 | 22 | -3 | 11 | 1.0 | 22
Record of N#Cc1cc(C(=O)c2cc(Br)ccc2O)cn(Cc2ccccc2)c1=O = -1 | 5 | 14 | 25 | 2 | 4 | -1.9 | 1
Record of O=C(NCc1ccco1)c1cccc2c1C(=O)c1ccc(/C=C/c3ccccc3)cc1S2(=O)=O = 6 | -10 | 47 | 53* | 2 | 7 | 2.8 | 20

Assay outcomes (PubChem BioAssay)

Rows were taken by chance; about 5% have a hit in one of these screens.
